High-throughput results deposited in PubChem BioAssay by several laboratories.
ssDAF-12 act: S. stercoralis DAF-12 nuclear receptor activators, primary screen, cell-based, luminescence, HEK293, GRIP1 co-expression, lit1-tk-luc. Nuclear hormone receptor DAF-12 (Strongyloides stercoralis). HEK293 ssDAF-12/GRIP1 lit1-tk-luc reporter; % of 3 µM dafachronic acid response. activation, % at 6.8 µM. 370,000 compounds, 1% hits;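 active = activation above the mean over all tested compounds plus 3 SD, cut at about 0.9% in these data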;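 also: 0% = DMSO-only wells and 100% = 3 µM delta7-dafachronic acid wells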
DAX1 inh-1: DAX1 (NR0B1) inhibitors on StAR promoter, primary screen, cell-based, luminescence, SF-1 (NR5A1), full-length DAX-1 | HEK293T StAR-luciferase reporter, SF-1/DAX-1 repression relief | AID 652010, 2013 | inhibition, % at 6.8 µM | 370,000 compounds, 1.1% hits;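 active = inhibition above the mean over all tested compounds plus 3 SD, cut at about 3.6% in these data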;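 also: 0% = DAX-1 cells with DMSO and 100% = cells lacking DAX-1 with DMSO; higher inhibition means more luminescence from relief of DAX-1 repression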
PLCb3 inh: human PLC-beta3 inhibitors, primary screen, biochemical, fluorescence. inhibition, % at 12.2 µM. 1-phosphatidylinositol 4,5-bisphosphate phosphodiesterase beta-3 (Homo sapiens), Q01970. Purified PLC-beta3, fluorogenic substrate. 370,000 compounds, 0.18% hits. AID 720704, 2013; in the data active = inhibition above about 11%;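 also: 0% = median of compound wells on plate and 100% = full blocker control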
Target sequence (Q01970 whole entry, looked up): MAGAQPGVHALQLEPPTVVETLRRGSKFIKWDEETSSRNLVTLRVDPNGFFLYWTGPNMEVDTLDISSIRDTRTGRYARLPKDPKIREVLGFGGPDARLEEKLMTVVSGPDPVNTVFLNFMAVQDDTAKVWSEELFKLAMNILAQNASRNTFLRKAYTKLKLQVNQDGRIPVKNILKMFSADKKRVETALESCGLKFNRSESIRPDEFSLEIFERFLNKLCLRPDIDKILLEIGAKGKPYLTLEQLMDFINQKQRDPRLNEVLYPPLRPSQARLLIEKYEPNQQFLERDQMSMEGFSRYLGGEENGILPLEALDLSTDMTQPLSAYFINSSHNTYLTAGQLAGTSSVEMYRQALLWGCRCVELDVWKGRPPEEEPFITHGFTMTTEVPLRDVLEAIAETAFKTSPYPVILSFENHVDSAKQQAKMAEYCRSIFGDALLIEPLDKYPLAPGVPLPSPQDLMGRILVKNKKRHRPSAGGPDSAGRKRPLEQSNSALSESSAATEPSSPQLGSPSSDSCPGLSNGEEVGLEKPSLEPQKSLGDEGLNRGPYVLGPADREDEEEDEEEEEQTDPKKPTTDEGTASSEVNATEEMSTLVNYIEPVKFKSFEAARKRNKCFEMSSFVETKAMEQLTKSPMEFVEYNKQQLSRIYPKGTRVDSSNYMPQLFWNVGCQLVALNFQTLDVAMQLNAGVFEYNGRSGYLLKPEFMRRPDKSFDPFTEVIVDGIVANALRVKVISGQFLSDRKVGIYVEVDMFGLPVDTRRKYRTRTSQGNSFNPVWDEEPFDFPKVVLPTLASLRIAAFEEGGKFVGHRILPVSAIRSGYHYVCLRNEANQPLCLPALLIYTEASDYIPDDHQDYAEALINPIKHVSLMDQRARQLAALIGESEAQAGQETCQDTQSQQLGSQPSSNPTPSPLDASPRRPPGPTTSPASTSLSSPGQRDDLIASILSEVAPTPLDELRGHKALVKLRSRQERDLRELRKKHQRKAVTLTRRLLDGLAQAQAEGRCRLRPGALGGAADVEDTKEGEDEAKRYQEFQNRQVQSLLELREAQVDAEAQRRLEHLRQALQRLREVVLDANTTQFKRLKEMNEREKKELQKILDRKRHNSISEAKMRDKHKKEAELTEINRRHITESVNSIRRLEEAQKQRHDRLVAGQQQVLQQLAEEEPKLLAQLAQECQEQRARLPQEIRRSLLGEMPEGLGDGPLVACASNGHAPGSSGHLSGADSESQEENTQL
SMARCA2 activ: SMARCA2 (BRM) function activators, primary screen, cell-based, luminescence, high throughput; MG213 cells, MMTV-luciferase reporter, dexamethasone, overnight; activation, % at 9.1 µM; 370,000 compounds, 1% hits; AID 652017, 2013; in the data active = activation above about 7.8%;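 also: 0% = vehicle wells and 100% = reference activator wells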
sPLA2-III inh: human group III sPLA2 inhibitors, primary screen, biochemical, QFRET, BODIPY PC-A2 liposome substrate | QFRET BODIPY PC-A2 liposome hydrolysis, fluorescence | Group 3 secretory phospholipase A2 (Homo sapiens), Q9NZ20 | 370,000 compounds, 0.56% hits | AID 743126, 2013 | inhibition, % at 12.2 µM;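 active = inhibition above mean plus 3 SD of compounds lying within the high and low control bounds, cut at about 19% in these data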;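 also: 0% = median of test compound wells and 100% = no enzyme DMSO wells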
DAX1 inh-2: DAX1 (NR0B1) inhibitors, primary screen, cell-based, HEK293, Gal4-DAX1, luciferase luminescence | Nuclear receptor subfamily 0 group B member 1 (Homo sapiens), P51843 | AID 504766, 2011 | HEK293 Gal4-DAX1 luciferase reporter | inhibition, % at 6.75 µM | 340,000 compounds, 0.99% hits;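 active = inhibition above the mean over all tested compounds plus 3 SD, cut at about 4.2% in these data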;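 also: 0% = DAX1-transfected cells with DMSO and 100% = empty-vector control cells with DMSO; inhibition shows as a rise in luminescence from relieved DAX1 repression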
FXN GAA850 act: FXN promoter activators, primary screen, cell-based, luciferase luminescence, HEK293 lucGAA850. HEK293 lucGAA850 FXN promoter luciferase reporter, 24 h; percent of 10 µM SAHA response. activation, % at 6 µM. 360,000 compounds, 0.56% hits;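 active = activation above the average of all compounds screened plus 3 SD, cutoff fixed separately per campaign, cut at about 7.5% in these data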;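 also: 0% = DMSO wells and 100% = 10 µM SAHA wells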
hgDAF-12 ag: H. glycines DAF-12 receptor agonists, primary screen, cell-based, luminescence, HEK293, GAL4 fusion, UAS-luciferase. Nuclear hormone receptor DAF-12 (Heterodera glycines), GAL4 fusion. HEK293 GAL4-hgDAF12 UAS-luciferase reporter, agonist luminescence; normalized to butyrate control. activation, % at 6.8 µM. 370,000 compounds, 1.8% hits;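 active = activation above a cutoff set at the mean of all screened compounds plus 3 SD, cut at about 10% in these data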;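 also: 0% = DMSO wells and 100% = sodium butyrate wells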
hcDAF12 agonist: H. contortus DAF-12 nuclear receptor activators, primary screen, cell-based, luminescence, HEK293, lit1-tk-luc reporter | HEK293 hcDAF-12 lit1-tk-luc reporter; 0% DMSO, 100% Δ7-dafachronic acid | activation, % at 6.8 µM | 370,000 compounds, 1.4% hits | AID 652067, 2013;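 active = activation above the mean of all tested compounds plus 3 SD, cut at about 5.5% in these data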;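 also: 100% = response to 3 µM Δ7-dafachronic acid high control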
PG9 Ab binder: binders of HIV-1 gp120 antibody PG9, primary screen, biochemical, TR-FRET | HIV-1 gp120 / PG9 antibody interaction | TR-FRET gp120-PG9 antibody binding | inhibition, % at 6.7 µM | 360,000 compounds, 0.43% hits; in the data active = inhibition above about 8.5%
Rev-erbA mod: modulators of Rev-erb alpha DNA binding, primary screen, biochemical, FITC-DNA, fluorescence polarization, uHTS; Nuclear receptor subfamily 1 group D member 1 (Homo sapiens), P20393; Rev-erbα–FITC-DNA binding, 90 min; activity, % at 10 µM; 370,000 compounds, 0.79% hits;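 active = activity above about 14%, limit read from the data; passing the limit was not always enough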;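 also: 0% = DMSO wells with 35 nM protein and 100% = DMSO wells with 750 nM protein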
* hit, by the source's call; . = no result given.

SMILES	ssDAF-12 act	DAX1 inh-1	PLCb3 inh	SMARCA2 activ	sPLA2-III inh	DAX1 inh-2	FXN GAA850 act	hgDAF-12 ag	hcDAF12 agonist	PG9 Ab binder	Rev-erbA mod
COc1ccc([N+](=O)[O-])cc1NC(=O)C1C2C=CC(C2)C1C(=O)O (stereo unspecified)	-0.8	0.0	2	2	5	0.8	2.4	1.4	1.8	-1.9	4
COCC(=O)Nc1cc(C)cn(Cc2c(F)cccc2Cl)c1=O	-1.1	-0.5	-6	2	-3	-0.4	0.5	0.5	-1.4	1.9	-5
CN(CC(=O)Nc1ccccc1Cl)C(=O)CCc1nc2ccccc2c(=O)[nH]1	-0.6	-0.4	-22	-2	15	0.9	1.9	-0.2	1.6	-2.1	1
CN(C)/C=C(\C#N)C(=O)c1cccc(Oc2ccc(Br)cc2)c1	-0.5	0.2	-2	-2	-32	-0.5	0.9	-0.9	1.6	0.5	-2
Cc1c(CC(=O)NCC(=O)NCC(=O)O)c(=O)oc2c(C)c3oc4c(c3cc12)CCCC4	-1.3	0.0	-359	-3	2	0.0	-1.6	-1.5	0.4	2.2	-2
CCOc1ccc(CCNS(=O)(=O)c2cnc[nH]2)cc1OCC	0.2	0.8	3	1	-31	0.3	3.8	3.0	1.4	-1.3	2
Cn1cc(/C=C2\SC(=S)N(N3CCOCC3)C2=O)c2ccccc21	-0.6	-0.2	-7	-4	21*	3.8	0.5	-1.3	-1.6	-1.9	-26
COc1ccc(-c2cc(=O)oc3c(C)c(OC(C)C(=O)NCc4ccccn4)ccc23)cc1 (stereo unspecified)	-1.4	-0.1	-19	1	6	1.2	-2.1	-2.5	-1.6	-0.9	-8
CN(C)S(=O)(=O)c1cccc(C(=O)NCCc2ccccc2)c1	0.4	3.8*	7	6	-6	1.5	0.7	8.9	6.0*	-1.6	-2
CCOC(=O)c1c(NC(=O)CSc2nnc(-c3cccnc3)o2)sc(C)c1C	-1.1	0.4	8	3	-2	0.0	-1.5	1.4	0.6	-1.0	3
CCOCc1c(C(=O)NCc2ccccc2CN2CCCC2)oc2ccccc12	0.1	-1.0	-8	-1	5	-0.9	-0.4	-0.3	0.0	0.0	-4
Cc1ccc(SCC(=O)NC(=O)NC2CCCC2)c(C)c1	-0.9	2.5	-2	-1	3	2.3	-0.4	3.1	-0.8	-0.6	3
CCN(CC)c1cc(C)c2cc(NC(=O)c3cccs3)ccc2n1	-1.9	0.0	-7	-4	8	0.1	0.0	3.7	0.7	-0.6	3
Cc1nc(-c2noc(-c3ccc(Cl)cc3)n2)c(C(F)(F)F)o1	-0.9	-0.3	-5	1	-4	1.4	1.0	3.5	-1.5	-2.2	-4
O=S(=O)(Nc1cccnc1Cl)c1ccc(-c2ccccc2)cc1	-1.0	-0.3	-12	-1	-30	-1.0	0.0	2.0	-2.4	-0.3	-2
Cc1cc(-c2c(C)[nH]n(-c3ccc(Cl)cc3)c2=O)n[nH]1	0.1	1.4	3	0	-4	-0.2	1.6	3.0	1.9	-10	.
O=C(NCCC1=CCCCC1)c1[nH]c(C(F)(F)F)nc1-c1ccccc1	-1.7	-0.7	4	-3	-18	.	.	1.9	-0.9	-1.2	-2
CN(Cc1ccccc1)C(=O)C(=O)c1cn(CC(=O)N2CCCC2)c2ccccc12	-0.8	-0.6	-8	-2	-2	0.8	-0.8	-0.3	1.8	-1.7	-2
O=C(NC(=S)Nc1ccc(F)c([N+](=O)[O-])c1)c1ccccc1F	-0.6	-0.4	-1	8	4	-0.3	1.9	3.6	-0.4	-0.9	3
CCN(c1nc(N)c(C(=O)N=C(N)N)nc1Cl)C(C)C	-1.5	0.4	-3	-2	1	-0.6	-1.2	0.5	-1.8	0.2	-3
CS(=O)(=O)c1ccc(C(=O)OCC(=O)N2CCOCC2)cc1[N+](=O)[O-]	-1.2	-0.2	2	8.2*	9	.	9.7*	-1.4	0.2	-0.2	0
COc1cc(/C=C(/C#N)C(=O)Nc2ccccc2)ccc1OCc1ccc(C(=O)O)cc1	-0.6	-0.3	2	2	-9	-0.9	3.0	-0.3	1.1	-1.1	-1
CCN(CC)S(=O)(=O)c1ccc(OC)c(NC(=O)CSCc2c(C)noc2C)c1	-1.0	0.7	-1	-1	0	1.2	-0.4	-1.4	-1.4	-0.9	1
O=C(NCc1ccncc1)c1ccc(Oc2ccccc2)cc1	-2.0	-4.5	-4	-4	-6	-1.2	-1.9	-2.5	-3.8	-0.3	3
CCOC(=O)c1ccc(-n2nc(C)cc2C)cc1	-0.8	0.5	-5	-3	-3	-0.3	4.1	1.9	-0.7	-0.1	6
CCn1c(Cc2cccs2)nnc1SCC(=O)NC(C)(C)C	-1.2	-0.1	4	1	-2	-0.8	-0.8	1.9	0.1	-3.4	4
CCOC(=O)N1CCN(S(=O)(=O)c2ccc(C(=O)N(CCN(C)C)c3nc4c(C)cccc4s3)cc2)CC1	-0.7	0.2	-11	-2	0	0.8	-3.6	0.3	-0.8	0.2	-3
O=C(COC(=O)C1(c2ccccc2)CC1)N1CCN(c2ccc(F)cc2)CC1	-0.8	0.1	1	-3	-4	-0.9	-0.4	-2.7	-3.1	1.5	-2
CC(CC(=O)c1ccccc1)=NCC(O)CN=C(C)CC(=O)c1ccccc1 (stereo unspecified)	-0.9	3.2	-2	5	-6	-0.1	0.0	4.2	1.6	-0.1	6
CN(C(=O)COC(=O)c1ccc(S(=O)(=O)N2CCOCC2)cc1)c1ccccc1	-1.2	0.0	1	3	-3	-0.4	1.9	3.0	0.5	-1.5	-2
O=C(O)CC(NC(=O)Cc1ccccc1)c1ccccc1 (stereo unspecified)	-1.0	0.0	-4	-2	16	0.1	-1.4	-2.1	0.3	1.2	1
O=C(CSc1nc2ccccc2c(=O)[nH]1)Nc1cccc([N+](=O)[O-])c1	-0.5	-0.5	-5	-2	-4	0.5	-0.8	0.6	-1.1	1.4	-8
O=C(O)CSCC(=O)N1N=C2/C(=C/c3ccccc3)CCCC2C1c1ccccc1 (stereo unspecified)	0.3	-0.3	-36	0	-7	-0.9	-1.4	0.9	1.6	0.1	-4
Cn1c(=O)c2[nH]c(Cc3cccc(O)c3)nc2n(C)c1=O	-0.8	-0.9	-2	-2	-3	-0.1	-0.9	-0.8	0.0	0.4	-2
O=C(NCc1cccs1)C1CCN(c2nc3ccccc3o2)CC1	-2.2	0.1	3	-4	4	0.1	0.7	1.1	-0.6	-0.5	-9
CC(C)(C)OC(=O)/C=C/[C@@H](CCCCl)Sc1ccc(C(C)(C)C)cc1	-1.5	-2.4	-1	-5	-5	.	.	0.2	-3.1	.	1
COc1cccc(C(=O)NC(=S)Nc2ccc([N+](=O)[O-])cc2C)c1	-0.9	-0.5	2	-4	9	0.9	0.5	-3.2	3.5	3.2	4
CCOC(=O)C1=C(COC(=O)CCS(=O)(=O)c2ccc(C)cc2)NC(=O)NC1C (stereo unspecified)	0.1	0.5	-9	0	5	-1.9	1.3	-0.8	1.9	-0.1	-3
CC(C)c1nc2cc(C(=O)N3CCNC(=O)C3c3ccc(F)cc3)ccc2o1 (stereo unspecified)	-0.8	-0.7	-7	-3	2	-0.1	-2.1	-2.4	-3.2	-1.4	3
C#Cc1cccc(NC(=O)C2CCN(C(C)=O)CC2)c1	-0.4	0.3	-2	-3	0	-0.1	-0.3	-1.7	-2.0	2.0	1
O=C(OCC(=O)N1CCOCC1)c1ccccc1OCc1ccc(Cl)cc1	-0.9	1.1	6	6	3	2.7	2.2	3.9	0.0	1.9	1
CC(OC(=O)Cc1coc2ccc3ccccc3c12)C(=O)Nc1ncc(Cl)cc1Cl (stereo unspecified)	-0.5	-0.1	-19	-4	-20	-0.4	-0.4	3.5	0.6	1.5	-1
COC1CCN(C(=O)c2ccc3oc(Cc4ccc(Cl)cc4)nc3c2)CC1	-1.4	0.2	-8	-1	-14	0.1	0.6	-1.2	-0.6	-0.8	-2
CC(NC(=O)COc1ccc(S(=O)(=O)N2CCOCC2)cc1)c1ccccc1 (stereo unspecified)	-1.1	-0.4	-12	-3	7	0.1	1.8	-2.0	-0.3	2.8	-3
CCOC(=O)N1CCN(c2c(NCCc3ccc(C)cc3)c(=O)c2=O)CC1	-0.7	0.1	3	1	1	-0.5	0.0	0.5	-0.5	2.4	-3
CN(Cc1nc(-c2cnccn2)no1)Cc1n[nH]c2c1CCCC2	-0.8	-0.1	2	-2	-6	0.9	1.4	-3.1	-0.4	-1.1	3
Cc1cccc(OCCC(=O)Nc2ccc(C)c(S(=O)(=O)N3CCOCC3)c2)c1	-1.8	-1.2	-8	-3	-20	0.1	-0.2	-1.7	-1.4	3.0	0
CC(=O)c1cccc2c(O)c(C3=Nc4ccccc4C3=O)[nH]c12	1.2*	1.2	-28	2	1	0.4	1.0	4.9	6.6*	-30	-5
O=C(O)C1CCCCC1C(=O)Nc1cnn(Cc2ccccc2)c1 (stereo unspecified)	-1.0	0.2	3	0	1	1.7	0.8	-1.0	-1.9	-0.1	-4
CCCN(CCC)c1c([N+](=O)[O-])c(=O)oc2ccccc12	-1.0	0.1	-3	-1	7	0.4	3.0	0.1	-1.1	-0.3	4
O=C(Nc1cccc(S(=O)(=O)N2CCOCC2)c1)c1cnn2c(C(F)F)cc(-c3ccccc3)nc12	-2.3	0.6	-18	-4	6	5.0*	1.5	-1.6	0.2	-0.9	-11
COc1ccc(C(C#N)=Cc2ccccc2OC)cc1	-1.0	-3.3	-7	-3	15	-0.2	-2.9	4.9	-2.6	0.8	2
CN(Cc1ccccc1)C(=O)COc1ccc(C(C)(C)C)cc1	-0.8	-0.7	-2	5	-3	0.4	6.4	2.5	2.0	-0.7	2

Outcome played no part in choosing rows; 7% or so of the library scored in one or more.
